NOD1 inhibition – inhibition of NOD1-driven NF-kB reporter – cell-based, luminescence, uHTS, primary screen (AID 1578); NOD1-driven NF-kB luciferase reporter cells, luminescence; higher % means a stronger effect; inhibition, % at 4 µM, or EC50 in µM where a hit was titrated; 1% of 290,000 active; in the data active = inhibition mostly above about 36%, no sharp cut-off; inactive = mostly below about 34%;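 note: HEK-293T reporter cells stimulated with the NOD1 agonist gamma-tri-DAP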
TNAP activators – human TNAP enzyme activators, primary screen, biochemical, luminescent, no phosphate acceptor, uHTS (AID 1001); purified TNAP, luminescent activation assay, no phosphate acceptor; higher activation fold means a stronger effect; activation fold at 20 µM, or EC50 in µM where a hit was titrated; 0.03% of 200,000 active; in the data active = activation fold from about 3, or a potency from the dose series; inactive = the rest, 99 in 100 with activation fold below about 1.6; note: many of its hits are not listed in these tables
PMI inhibitors – MPI enzyme activity inhibition – biochemical, fluorescence intensity, coupled assay, primary screen (AID 1209); purified PMI enzyme, coupled fluorescence intensity; higher % means a stronger effect; inhibition, % at 20 µM, or IC50 in µM where a hit was titrated; 0.42% of 190,000 active;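 note: plate controls were DMSO vehicle for no effect and wells lacking substrate for full effect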
XIAP displacement – small molecules displacing peptide from XIAP – biochemical, IAP family, fluorescence polarization (AID 1018) | 0.007% of 200,000 active | one-dose displacement, % at 20 µM; IC50 in µM for titrated hits | XIAP BIR domain, fluorescence polarization peptide displacement; higher % means a stronger effect; in the data active = displacement above about 50%; note: a part of the inactive calls stands beside numbers as strong as those of hits
HEK293 NOD2/NF-kB – inhibition of NOD2-driven NF-kB reporter – cell-based, luminescence, uHTS, HEK293 (AID 1566); HEK293 NOD2/NF-kB luciferase reporter, luminescence; higher % means a stronger effect; 0.63% of 290,000 active; inhibition, % at 4 µM; hits with a dose series show EC50 in µM; note: many of its hits are not listed in these tables
KOR beta-arrestin-1 – KOR agonists, beta-arrestin recruitment, primary screen, cell-based, luminescence, uHTS (AID 1777); KOR beta-arrestin recruitment, luminescence; higher % means a stronger effect; activation, % at 10 µM, or EC50 in µM where a hit was titrated; 0.02% of 280,000 active; in the data active = activation above about 50%, passing the limit was not always enough; note: a part of the inactive calls stands beside numbers as strong as those of hits
PMI inhibition – MPI inhibition at elevated mannose 6-phosphate – biochemical, fluorescence intensity, high mannose 6-phosphate, primary screen (AID 1220); one-dose inhibition, % at 20 µM; IC50 in µM for titrated hits; 0.66% of 190,000 active; recombinant PMI enzyme, coupled fluorescence intensity; higher % means a stronger effect
KOR beta-arrestin-2 – kappa opioid receptor blockers – cell-based, luminescence, uHTS (AID 1778). KOR beta-arrestin recruitment, luminescence, antagonist mode; higher % means a stronger effect. inhibition, % at 10 µM; hits with a dose series show IC50 in µM. 0.091% of 290,000 active; note: strong numbers were not always called active
LYP inhibition – PTPN22 lymphoid phosphatase activity blockers – biochemical, fluorescence intensity, uHTS (AID 1779); recombinant LYP phosphatase, fluorescence intensity; higher % means a stronger effect; 0.054% of 290,000 active; inhibition, % at 11.5 µM; hits with a dose series show IC50 in µM;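 note: plate controls were vehicle with enzyme for no effect and no enzyme for full effect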
Active calls of the source: *; x = not tested or not shown; [ ] = another dose, or the depositor's remark. Cut-off read from the data, not from the text of the source, unless noted: active = inhibition above about 50%; inactive = the rest. These rows are one share of the data; count on the stated rates, not on these rows.

smiles	NOD1 inhibition	TNAP activators	PMI inhibitors	XIAP displacement	HEK293 NOD2/NF-kB	KOR beta-arrestin-1	PMI inhibition	KOR beta-arrestin-2	LYP inhibition
COc1c(Br)cc(Br)cc1/C=C1/C(=O)N=C(N)N1C	4.6%	1.1	-8.4%	-7.0%	11.3%	3.8%	6.9%	-24.6%	-1.3%
COc1ccnc(Oc2ccc(F)cc2)c1C(=O)N/C=N/OCc1cccc(F)c1	-16.3%	1	-1.9%	-0.6%	18.1%	-1.6%	10.8%	-8.9%	-1.0%
O=C(Nc1ccccc1)NC1(C(=O)NCc2ccco2)CCCCC1	-21.9%	1.1	4.2%	-5.5%	0.9%	-6.7%	0.9%	2.7%	-3.4%
C/C=N\NC(=O)CNC(=O)CNC(=O)c1ccccc1	-37.2%	1.1	-0.9%	-5.8%	11.3%	-5.5%	-2.4%	3.3%	-7.8%
O=C(Nc1cccc(C(=O)N2CCOCC2)c1)c1ncn[nH]1	-3.2%	1.1	18.9%	-6.9%	-6.1%	-2.4%	10.7%	10.9%	-8.9%
CCC(C)Nc1cc(C)c(C#N)c2nc3ccccc3n12 (stereo not given)	-11.3%	x	x	x	13.3%	0.4%	x	-12.8%	-13.8%
COc1ccccc1Nc1nc(-c2sc(NC(=O)C(C)(C)C)nc2C)cs1	-5.9%	1	26.0%	-6.1%	21.5%	-2.3%	21.8%	10.9%	-7.0%
Cc1ccc(Nc2nc(NCCCN3CCOCC3)nc(N)c2[N+](=O)[O-])cc1C	-19.3%	1.1	-14.4%	-3.1%	23.7%	0.1%	-24.7%	4.2%	-5.8%
CC(CCc1ccccc1)NC(=O)CNc1cccc([N+](=O)[O-])c1 (stereo not given)	-6.6%	x	x	x	19.2%	-1.4%	x	4.6%	-3.8%
O=C(NC1CCS(=O)(=O)C1)N1CCCCC1 (stereo not given)	1.5%	1.1	2.1%	-3.4%	3.4%	-5.8%	7.2%	18.9%	-11.7%
CCNS(=O)(=O)c1cc(Br)ccc1OC	-8.1%	1.1	17.6%	-4.7%	-7.0%	1.4%	8.5%	-8.1%	-3.0%
Cc1cc(C)c(NC(=O)CS(=O)CC(=O)N2CCN(c3ccc(F)cc3)CC2)c(C)c1 (stereo not given)	-8.8%	1.1	7.1%	-13.5%	10.8%	1.2%	3.4%	-12.0%	-6.4%
Cc1ccc(-c2nc3c(=O)n(C)c4ccccc4c3o2)cc1	x	1.2	-20.2%	-4.9%	-4.6%	-3.4%	-39.4%	-14.4%	-4.8%
O=S(=O)(Cc1ccccc1)c1ccccc1-c1nnc(-c2ccccc2)o1	-6.1%	1	8.8%	-7.1%	10.6%	-2.3%	7.5%	-0.7%	0.1%
COc1ccc(NC(=O)Cn2nc(C)c([N+](=O)[O-])c2C)cn1	-28.1%	1.1	-8.4%	-1.8%	12.9%	-4.0%	-3.1%	10.0%	-4.2%

Some of these compounds in order of number of heavy atoms, low to high.
smiles	NOD1 inhibition	TNAP activators	PMI inhibitors	XIAP displacement	HEK293 NOD2/NF-kB	KOR beta-arrestin-1	PMI inhibition	KOR beta-arrestin-2	LYP inhibition
C/C=N\NC(=O)CNC(=O)CNC(=O)c1ccccc1	-37.2%	1.1	-0.9%	-5.8%	11.3%	-5.5%	-2.4%	3.3%	-7.8%
COc1ccc(NC(=O)Cn2nc(C)c([N+](=O)[O-])c2C)cn1	-28.1%	1.1	-8.4%	-1.8%	12.9%	-4.0%	-3.1%	10.0%	-4.2%
O=S(=O)(Cc1ccccc1)c1ccccc1-c1nnc(-c2ccccc2)o1	-6.1%	1	8.8%	-7.1%	10.6%	-2.3%	7.5%	-0.7%	0.1%

Part of the list above, with values under each structure.
Each structure is followed by: NOD1 inhibition, TNAP activators, PMI inhibitors, XIAP displacement, HEK293 NOD2/NF-kB, KOR beta-arrestin-1, PMI inhibition, KOR beta-arrestin-2, LYP inhibition
COc1c(Br)cc(Br)cc1/C=C1/C(=O)N=C(N)N1C
 : 4.6%, 1.1, -8.4%, -7.0%, 11.3%, 3.8%, 6.9%, -24.6%, -1.3%
COc1ccnc(Oc2ccc(F)cc2)c1C(=O)N/C=N/OCc1cccc(F)c1
 : -16.3%, 1, -1.9%, -0.6%, 18.1%, -1.6%, 10.8%, -8.9%, -1.0%

(cont.)
smiles	NOD1 inhibition	TNAP activators	PMI inhibitors	XIAP displacement	HEK293 NOD2/NF-kB	KOR beta-arrestin-1	PMI inhibition	KOR beta-arrestin-2	LYP inhibition
CCCCOc1ccccc1Cn1c(=O)oc2ccccc21	-32.7%	1.1	20.5%	-10.9%	2.6%	-0.9%	20.3%	6.9%	-4.0%
CCOc1cc2c(cc1OCC)C(C(=O)O)C(c1cc(OC)c(OC)c(OC)c1)N(C)C2=O (stereo not given)	-0.5%	1.1	-22.7%	-4.1%	-19.8%	-3.6%	-43.8%	17.3%	-1.8%
O=C(Nc1ccn(Cc2c(F)c(F)cc(F)c2F)n1)c1cccc(Cn2cc([N+](=O)[O-])cn2)c1	-4.1%	1	10.2%	-15.4%	-4.5%	-2.2%	10.8%	-5.9%	-9.4%
O=C(COC(=O)C1COc2ccccc2O1)NC(=O)Nc1ccc2c(c1)OCCO2 (stereo not given)	-24.1%	1.1	0.2%	-6.6%	2.2%	-4.3%	1.9%	-9.6%	-0.9%
O=C(NC1CCCC1)C(c1ccncc1)N(C(=O)Cc1cccs1)c1ccccc1 (stereo not given)	-20.9%	1.1	10.7%	-1.8%	0.5%	-1.6%	11.0%	-19.1%	-1.3%
CCC(C)NC(=O)CCc1c(C)nc2nc(-c3cc(OC)cc(OC)c3)nn2c1C (stereo not given)	-7.4%	1.1	13.3%	-17.2%	20.0%	0.4%	12.8%	-11.5%	-3.1%
COc1ccc(S(=O)(=O)NCc2ccccn2)cc1OC	5.4%	x	x	x	-4.7%	2.3%	x	-33.0%	-9.4%
COc1cccc(NC(=S)N2CCCC2)c1	-20.4%	1.1	-5.4%	1.2%	-5.3%	5.9%	-1.5%	0.6%	-4.2%
O=C(NS(=O)(=O)Oc1ccc(F)cc1F)OC[C@@H]1CCCN2CCCCC12 (stereo not given in full)	-40.6%	x	x	x	-16.2%	-0.6%	x	-14.8%	-1.4%
Cc1ccc(CN(Cc2ccco2)C(=S)Nc2ccccc2C)cc1	-27.0%	1.1	7.9%	-6.8%	-15.5%	-0.5%	8.6%	16.5%	3.9%
O=c1[nH]c(CN2CCOCC2)nc2scc(-c3ccccc3)c12	-27.0%	1.1	5.9%	-4.6%	18.7%	-1.4%	13.2%	-22.9%	-0.3%
O=C(c1ccccc1)c1nn(-c2ccc(Cl)cc2)cc1C(=O)c1cc2ccccc2oc1=O	10.3%	0.9	8.6%	-6.6%	-10.2%	4.8%	-1.5%	-10.2%	6.2%
COc1ccc(N2CC(C(=O)OCC(=O)Nc3cc(C)on3)CC2=O)cc1 (stereo not given)	-43.7%	x	x	x	14.5%	-0.9%	x	-45.4%	-15.7%
O=C(NCCO)c1cc2c([nH]c3ccccc32)c(-c2ccccc2)n1	2.1%	x	x	x	-24.0%	3.2%	x	16.4%	-10.2%
O=C(COc1ccccc1)Nc1cccc(-c2cn3cccnc3n2)c1	-33.3%	x	x	x	-6.2%	5.1%	x	-28.1%	-25.4%
CC(=O)N(c1ccc2oc(=O)sc2c1)S(=O)(=O)c1ccc(C)cc1	-4.6%	x	x	x	-3.0%	-2.8%	x	-26.3%	-5.2%
Cc1ccc(Nc2nnc(SCC(=O)Nc3cccnc3Cl)s2)cc1C	-52.0%	1.1	15.4%	-0.8%	-31.3%	0.2%	20.4%	-4.9%	-2.5%
CC(C)N1CCN(Cc2ccncc2)CC1CCO (stereo not given)	-29.2%	1	5.7%	-8.9%	3.3%	4.5%	-5.0%	-18.7%	2.8%
CCc1ccc(N(C(=O)c2snc(C(N)=O)c2N)C(C(=O)NCC2CCCO2)c2ccco2)cc1 (stereo not given)	5.8%	x	x	x	17.8%	4.3%	x	-46.1%	-6.1%
O=C(CSc1ccc(-c2ccccc2)nn1)NC1CCCCC1	-41.4%	x	x	x	-3.6%	2.3%	x	-15.2%	-0.9%
CN1C(=O)C(C)(C)c2cc(S(=O)(=O)N3CCCC(C(=O)NCc4ccc(Cl)cc4)C3)ccc21 (stereo not given)	-4.2%	x	x	x	18.6%	x	x	-32.9%[20 µM]	-2.5%
Cc1nc2sccn2c(=O)c1S(=O)(=O)Nc1ccc(N2CCN(S(C)(=O)=O)CC2)cc1	49.9%	x	x	x	-5.8%	7.2%	x	-62.8%	-2.2%
COc1ccc(/C(O)=C2/C(=O)C(=O)N(c3ncccn3)C2c2ccc(OC)cc2)cc1 (stereo not given)	-19.4%	1.1	-19.1%	-6.1%	9.5%	1.1%	-9.6%	-6.2%	-2.9%
CN1CCC(=NNC(=O)C(=O)Nc2ccccc2F)CC1	-24.5%	1.1	-4.3%	-3.5%	-11.8%	-0.1%	-1.5%	34.1%	-1.0%
COCCn1c(SCC(=O)OC(C)C)nnc1-c1ccccc1	-7.8%	1	8.0%	-0.5%	11.2%	3.5%	8.3%	-17.9%	-14.2%
COc1ccc(-c2nnc3sc(C4CCCCC4)nn23)cc1OC	9.5%	1.1	15.2%	-1.7%	13.6%	1.2%	-0.6%	-9.7%	-4.5%
c1ccc(-c2ccnc3ncnn23)nc1	-17.3%	1	11.9%	-5.7%	1.9%	-5.6%	12.7%	-12.8%[20 µM]	-6.0%
CCCC1=C(C(=O)OCC)C(c2ccc(NC(C)=O)cc2)NC(=O)N1 (stereo not given)	-14.1%	1	0.2%	-2.0%	14.1%	-2.0%	5.9%	-6.1%	-8.2%
O=C(CCN1C(=O)/C(=C/c2ccccc2Cl)SC1=S)N1CCOCC1	-5.3%	x	x	x	-4.3%	-0.7%	x	10.7%	-4.0%
O=C(Nc1ccc2oc(-c3ccncc3)nc2c1)c1ccccc1F	-25.7%	1.2	-1.3%	-0.3%	6.6%	6.7%	0.7%	33.4%	-1.9%
COc1cc2c(cc1OC)CN(C(=O)/C=C/c1ccccc1[N+](=O)[O-])CC2	2.5%	x	x	x	-17.2%	2.0%	x	-36.5%	-4.9%
COc1ccc(C(=O)CN2CCN(c3ccc(F)cc3)CC2)cc1OC	8.7%	1.1	-17.9%	-0.9%	18.0%	-0.2%	-24.8%	-16.3%	-3.6%
CN(C)S(=O)(=O)c1ccc(Nc2ccc(-c3ccc4c(c3)OCCO4)nn2)cc1	-12.6%	1.1	8.3%	-4.7%	-12.0%	-0.1%	4.4%	-0.2%	-1.8%
O=C(Nc1ccon1)c1csc2c1CCCC2	-19.3%	1.1	5.2%	-3.2%	2.9%	-3.7%	-2.6%	21.6%	-3.2%
Cc1ccc(C)c(NC(=O)CSc2nnc(-c3n[nH]c4ccccc34)o2)c1	-31.6%	0.9	7.2%	-17.8%	-13.4%	3.0%	7.4%	6.0%	0.4%
Cc1ccc(OCCNC(=O)c2ccccc2F)cc1	-8.3%	x	x	x	-33.2%	-2.7%	x	34.0%	-0.5%
COc1ccc(C2SCC(=O)N2c2ccc(C)cc2)cc1 (stereo not given)	-32.6%	x	x	x	1.4%	-9.1%	x	19.7%[20 µM]	-8.9%
COC(=O)c1sc(N)c(C(=O)OC)c1COC(=O)c1c(C)noc1C	0.5%	1.2	7.2%	-2.7%	-19.5%	-8.5%	10.7%	26.4%	-4.0%
CCc1nnc(NC(=O)c2cccc(S(=O)(=O)N3CC(c4ccccc4)CC3=O)c2)s1 (stereo not given)	-10.7%	1	5.2%	-7.1%	9.7%	-2.7%	-10.2%	21.4%	-1.6%
Cc1ccccc1CSCCNC(=O)c1ccccc1	-6.8%	1.1	7.3%	-1.1%	14.5%	1.1%	9.8%	x	3.4%

From PubChem BioAssay
